Tau fluor counter: counter-screen for tau fibril formation inhibitors; Potency, µM (doses to about 57.7 µM), for the others: top-dose activity change, negative = decrease; tau K18 P301L Alexa594 fluorescence, heparin fibrillization; hit rate 0.93% among 280,000; AID 1463; note: % is set by controls: 0 for no effect and ±100 for the full control effect; nearly all actives have a fitted effect of over 55% in size
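Human tau K18 P301L (15 uM unlabeled, 0.24 uM Alexa 594-labeled) in 100 mM sodium acetate pH 7 with 20 uM heparin, 6 hr at 37 C. ThT 30 uM added, 1 hr ambient; Alexa 594 FP and total fluorescence read at 555/632 nm.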
HTT ATP protect: protects HTT-Q103 PC12 cells, measured by ATP; PC12 HTT-Q103 induced, cytoprotection, ATP luminescence, 40 h; Potency, µM (doses to about 56.4 µM), without a hit: cytoprotection (ATP increase), actives largely listed as activators; hit rate 0.14% among 230,000; AID 1471;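 note: % of control where 0% means no effect; nearly all actives have a fitted effect of over 45% in size; toxic huntingtin expression switched on by the ecdysone agonist tebufenozide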
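PC12 cells with ecdysone-inducible HTT exon 1 Q103-GFP, induced with 100 nM tebufenozide and co-treated with library compounds in a dose series (1536-well, 1500 cells/well). Cytoprotection read as ATP content by ATPlite luminescence.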
L3MBTL1 block: L3MBTL1 (human) inhibition; AlphaScreen L3MBTL1–H3K9me1 peptide binding; Potency, µM (top dose mostly 57.1 µM), without a hit: top-dose activity, negative = inhibition, usual class: inhibitors; hit rate 0.66% among 230,000; AID 485360; note: % is set by controls: 0 for no effect and ±100 for the full control effect; nearly all actives have a fitted effect of over 60% in size
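L3MBTL1 (50 nM) pre-complexed 30 min with biotinylated H3(1-15)K9me1 peptide (75 nM), then compounds added for 30 min at room temperature; AlphaScreen streptavidin donor/nickel chelate acceptor beads (10 ug/mL final) read after 30 min dark incubation.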
TRb SRC2 PPI: disrupts binding of human TR beta to SRC2 | P10828 | TRbeta-SRC2 peptide binding, fluorescence polarization; receptor liganded with 1 µM T3 | Potency, µM (series often up to 106 µM), for inactives: top-dose activity change, negative = inhibition, most hits filed as inhibitors | hit rate 0.065% among 280,000 | AID 1469;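 note: plate controls were bound peptide for no effect and peptide without receptor for full effect; nearly all actives have a fitted effect of over 50% in size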
Target sequence (P10828 whole entry, looked up): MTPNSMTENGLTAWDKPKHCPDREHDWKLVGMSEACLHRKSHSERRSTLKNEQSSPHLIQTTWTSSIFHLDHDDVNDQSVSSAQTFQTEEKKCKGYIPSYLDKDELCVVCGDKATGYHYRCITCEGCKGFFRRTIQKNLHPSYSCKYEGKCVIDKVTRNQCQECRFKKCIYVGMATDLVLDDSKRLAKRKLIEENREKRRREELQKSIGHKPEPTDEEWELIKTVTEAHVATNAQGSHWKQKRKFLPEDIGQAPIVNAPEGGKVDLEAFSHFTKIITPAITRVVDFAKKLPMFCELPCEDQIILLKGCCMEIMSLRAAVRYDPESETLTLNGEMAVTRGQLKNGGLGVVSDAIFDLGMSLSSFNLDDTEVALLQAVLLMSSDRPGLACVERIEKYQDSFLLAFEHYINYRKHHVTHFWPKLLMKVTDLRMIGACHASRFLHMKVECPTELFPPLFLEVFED
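Fluorescence polarization of 20 nM Texas Red SRC2 peptide (20-aa NR interaction domain) bound to 0.6 uM human TRb ligand-binding domain, with 1 uM T3, after 5 hr at ambient temperature; inhibition seen as decreased polarization.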
RECQ1 inh: inhibitors of human RECQ1 DNA helicase | RECQ1 DNA unwinding, red fluorescence kinetic read | AID 2549 | hit rate 0.54% among 240,000 | P46063 | Potency, µM (highest dose often 57.3 µM), without a hit: at the highest dose activity, negative = inhibition, hits mostly inhibitors;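 note: plate controls were vehicle for no effect and no enzyme for full effect; nearly all actives have a fitted effect of over 30% in size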
Target sequence (P46063 whole entry, looked up): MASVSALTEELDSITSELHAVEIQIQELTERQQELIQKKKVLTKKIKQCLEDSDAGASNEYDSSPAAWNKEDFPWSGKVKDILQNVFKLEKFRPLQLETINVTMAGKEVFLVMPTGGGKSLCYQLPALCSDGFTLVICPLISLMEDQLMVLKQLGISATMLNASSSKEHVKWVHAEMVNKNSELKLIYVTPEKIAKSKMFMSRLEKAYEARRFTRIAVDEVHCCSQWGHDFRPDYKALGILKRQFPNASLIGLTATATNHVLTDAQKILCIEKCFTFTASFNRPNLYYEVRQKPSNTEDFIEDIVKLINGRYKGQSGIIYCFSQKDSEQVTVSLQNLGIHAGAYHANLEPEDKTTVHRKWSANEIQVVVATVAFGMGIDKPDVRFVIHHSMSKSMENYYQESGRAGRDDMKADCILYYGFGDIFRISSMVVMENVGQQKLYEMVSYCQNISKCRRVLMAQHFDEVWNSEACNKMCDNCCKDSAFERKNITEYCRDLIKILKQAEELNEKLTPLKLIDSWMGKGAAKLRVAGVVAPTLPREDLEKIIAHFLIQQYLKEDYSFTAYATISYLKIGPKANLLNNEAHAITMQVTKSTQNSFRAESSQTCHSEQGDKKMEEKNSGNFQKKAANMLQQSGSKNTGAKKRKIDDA
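RECQ1T1 50 nM; forked duplex (20 bp + 30-nt ss tails) 200 nM, ATP 2 mM final; pH 8.0, 2 mM MgCl2, 2.5 ug/ml poly(dI-dC); 15 min compound preincubation; discontinuous kinetic read over 2 h at RT.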
Tau ThT inhib: tau fibrillization inhibition (ThT binding) | hit rate 2.1% among 270,000 | recombinant tau K18 P301L (four-repeat tau fragment), heparin-induced fibrillization, ThT fluorescence | Potency, µM (highest dose often 57.4 µM), inactives show at the top dose activity, negative = inhibition, most hits filed as inhibitors; note: % is set by controls: 0 for no effect and ±100 for the full control effect; nearly all actives have a fitted effect of over 55% in size
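Aggregation was driven by heparin (20 uM final) acting on recombinant tau […] bearing P301L in 100 mM sodium acetate pH 7; fibrils were detected with Thioflavin T.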
Tau FP inhib: tau fibrillization inhibition (FP); Potency, µM (highest dose often 57.7 µM), for the others: top-dose activity, negative = inhibition, usual class: inhibitors; P10636; K18 P301L tau heparin fibrillization, Alexa594 FP, 6 h; hit rate 0.39% among 280,000; note: % is set by controls: 0 for no effect and ±100 for the full control effect; nearly all actives have a fitted effect of over 55% in size
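Recombinant K18 P301L […], labeled with Alexa 594 at 0.24 uM over 15 uM unlabeled; heparin inducer 20 uM final; 37 C, 6 hr; FP endpoint.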
TexasRed fluor: alters Texas Red total fluorescence, flagging assay interference | TRb/SRC2 Texas Red total fluorescence interference | Potency, µM (top dose mostly 106 µM), for the others: at the highest dose fluorescence change, negative = quenching | hit rate 0.29% among 280,000; active = well fitted curve in either direction with a large enough effect; inconclusive = small, poorly fitted or top-dose-only effect; note: % is set by controls: 0 for no effect and ±100 for the full control effect
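Human TRb ligand-binding domain at 0.6 uM with 20 nM Texas Red SRC2 peptide in Tris buffer containing 1 uM T3 and 5% DMSO, incubated with compound 5 h at ambient temperature. Total fluorescence (555/632 nm) calculated as parallel + 2 × perpendicular.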
Active calls of the source: *; i = inactive; ? = inconclusive; . = no result given; & = joins results of further samples; [ ] = another dose, or the depositor's remark. Unless noted, calls come from the whole dose curve; as a rule, active = well fitted curve in the direction sought with a large enough effect; inconclusive = small, poorly fitted or top-dose-only effect, or another doubt; inactive = no such curve, though single readings can be large; an effect the other way counts as inactive or inconclusive. Potency is the fitted concentration of half-maximal effect. Only part of the results is shown; rates above refer to the full screens.

mol	Tau fluor counter	HTT ATP protect	L3MBTL1 block	TRb SRC2 PPI	RECQ1 inh	Tau ThT inhib	Tau FP inhib	TexasRed fluor
Cc1cccc(N2CCN(C(=O)CSCc3c(C)noc3C)CC2)c1C	-3%	-14%[10 µM]	-2%	-8%	i	?	2%	-1%
CCc1ccc(NC(=O)Cn2c(=O)n(-c3ccccc3C)c(=O)c3c2c2cc(OC)ccc2n3C)cc1	?	.	.	-1%	.	-5%	?	-1%
Cc1cccn2c(=O)c(C=Nc3ccccc3)c(NCCO)nc12	8%	-4%	2%	-1%	-3%	0%	6%	2%
Cc1cc(=O)oc2cc(OCC3CC(c4ccccc4)=NO3)ccc12 (centres undefined)	-22%	-63%[inhibitor]	.	7%	-17%	?	9%	-1%
Cc1cc(C)c[n+](C(C)C(=O)c2ccc(-c3ccccc3)cc2)c1 (centres undefined)	-2%	25%[1.9 µM]	9%	-3%	-7%	0%	2%	5%
Cc1ccc(S(=O)(=O)N2CCN(C(=O)COC(=O)c3cc(C)oc3C)CC2)cc1	-2%	-8%	-12%	4%	-8%	-3%	1%	-3%
COc1ccc2c(c1)c1c(c(=O)n(CCc3ccccc3)c(=O)n1Cc1cccc(Cl)c1)n2C	-14%	.	.	-3%	.	0%	-6%	-1%
CC(C)Sc1oc(-c2cccs2)nc1S(=O)(=O)c1ccc(Cl)cc1	?	.	.	-4%	.	?	-7%	-2%
CCCOc1ccc(N2C(=O)CC(SCCc3nc4ccccc4[nH]3)C2=O)cc1 (centres undefined)	-8%	3%[10 µM]	4%	1%	i	-16%	-2%	0%
Cc1cc(NC(=O)CCC(=O)N(c2ccc(F)cc2)C2(C(=O)NC3CCCCC3)CCCC2)no1	-4%	-20%	-4%	-1%	-6%	-7%	0%	-3%
O=C(CN(C(=O)CNS(=O)(=O)c1ccccc1)c1ccc2c(c1)OCCO2)NCc1ccco1	-9%	-5%[10 µM]	-2%	-10%	-4%	-7%	10%	0%
Cc1ccc(Cl)cc1N1CCN(C(=O)COc2ccc3c(c2)CCC3)CC1	-7%	5%[1.9 µM]	17%	0%	-19%	-17%	0%	6%
COc1ccc(NC(=O)Cn2c(=O)n(Cc3ccco3)c(=O)c3ccccc32)cc1	-25%	-5%	.	-4%	-4%	2%	-8%	-2%
COc1c(C)c2c(c(O)c1C/C=C(\C)CCC(=O)O)C(=O)OC2	-10%&0%&-1%&3%&-2%	-172%[inhibitor][1.9 µM]	.	-10%	2%	-10%&-6%&-3%&4%&-4%	-6%&3%&0%&0%&9%	0%
CCC(C)(C)NC(=O)C(c1ccc(C)cc1)N(CC1CCCO1)C(=O)CNC(=O)c1cccs1 (centres undefined)	-16%	25%[10 µM]	1%	1%	2%	-20%	1%	3%
Cc1ccc(C)c(NC(=O)CSc2nccn2-c2cccc(C)c2C)c1	-5%	.	.	0%	.	-12%	6%	-27%
O=C(NCCOc1ccccc1)c1ccccc1NC(=O)C1CCCO1 (centres undefined)	-1%	-18%	4%	2%	i	3%	7%	4%
Cc1c(C(=O)NC(C)CN2CCCCC2)oc2ccccc12 (centres undefined)	1%	-13%[0.074 µM]	-3%	-3%	13%	-1%	-2%	-4%
O=C(COC(=O)c1ccc(Cl)c([N+](=O)[O-])c1)Nc1ccccc1OC(F)F	-20%	33%[10 µM]	-10%	0%[53 µM]	-8%	-11%	-2%	-3%[53 µM]
Cc1cc(C)cc(NC(=S)NCc2ccc(F)cc2)c1	-2%	-13%[0.074 µM]	7%	3%	i	6%	5%	0%
CCN(CC)C(=O)Cn1c(=O)n(-c2ccc(OC)cc2OC)c(=O)c2c(C)c(C(=O)N(CC)CC)sc21	5%	.	.	2%	.	9%	-4%	2%
CSc1nc2c(cc1C#N)CCCCC2	-1%	10%[0.074 µM]	16%	1%	-6%	-6%	-10%	-2%
COc1ccc(-c2nc3c(c4nnc(SC(C)C(=O)Nc5ccccc5)n24)COC(C)(C)C3)cc1 (centres undefined)	-29%	.	9%	-12%	-4%	-2%	?	-3%
CCCCCc1c(O)nc(SCCN(CC)CC)[nH]c1=O	0%	.	3%	-2%	-12%	-3%	2%	-1%
Nc1nnc(-c2cccc([N+](=O)[O-])c2)s1	-14%	3%[10 µM]	15%	5%	i	-18%	-2%	0%
CCOc1ccc(NC(=O)N2CC=C(c3c[nH]c4ccccc34)CC2)cc1	16µM*[quencher]	.	.	1%	.	4.5µM*	-8%	-1%
Cc1ccc(-c2nc(=S)c3c(n2Cc2ccco2)CC(C)(C)OC3)cc1	-4%	-1%	-7%	-14%	-7%	-8%	-10%	2%
COc1cccc2sc(Nc3nnc(-c4ccccc4Cl)o3)nc12	?	-30%[10 µM]	-2%	8%	-8%	?	?	-3%
O=C(NCCc1cccs1)C1CC1	-4%	16%[10 µM]	-2%	-3%	-10%	-2%	-6%	-5%
O=C(c1ccco1)N1C(=O)c2cccc3c(S(=O)(=O)N4CCCC4)ccc1c23	-13%	-9%	1%	-2%	-3%	-14%	2%	-2%
Cc1ccc(S(=O)(=O)c2nc(-c3cccs3)oc2NCCCN(C)C)cc1	-13%	.	-3%	-4%	-8%	-13%	9%	0%
O=C(CSc1ccc(-c2nc3ccccc3[nH]2)cn1)Nc1ccc2c(c1)OCCO2	-16%	-21%[10 µM]	10%	2%	-8%	-7%	?	-2%
c1cc2c(cnc3cscc32)s1	-8%	-12%[10 µM]	0%	4%	1%	-20%	?	1%
Cc1ccnc(NC(=O)C2CCN(S(=O)(=O)c3cccc4nsnc34)CC2)c1	-6%	14%[10 µM]	5%	-1%	-7%	0%	6%	1%
Cn1c2ccccc2c2cnn(CC(=O)Nc3ccc(F)cc3F)c(=O)c21	13%	-9%[10 µM]	.	8%	-6%	.	-14%	1%
O=C(CCNC(=O)c1ccccc1Cl)Nc1cccc(C(F)(F)F)c1	-5%	4%[10 µM]	2%	6%	4%	0%	7%	-3%
Cc1[nH]c2ccc(S(N)(=O)=O)cc2c1C	-1%	14%	-8%	-13%	i	?	2%	1%
Cc1ccc(Oc2nc3ccccn3c(=O)c2/C=C(\C#N)C(=O)Nc2c(C)n(C)n(-c3ccccc3)c2=O)cc1	-8%	10%[10 µM]	4%	7%	-5%	-12%	-8%	-1%
O=c1c2cccnc2n(Cc2cccc(F)c2)c(=O)n1Cc1ccc(F)cc1	?	.	.	-16%[53 µM]	.	-7%	-14%	-83%[53 µM]
CC1CN(C(=O)N2c3ccccc3Sc3ccccc32)C(C)CC1=O (centres undefined)	-14%	-19%[0.074 µM]	-8%	1%	-6%	-6%	1%	1%

Individual results from the list:
TRb SRC2 PPI with `Cc1ccc(-c2nc(=S)c3c(n2Cc2ccco2)CC(C)(C)OC3)cc1` stands at -14%
Tau ThT inhib with `O=c1c2cccnc2n(Cc2cccc(F)c2)c(=O)n1Cc1ccc(F)cc1` stands at -7%

Next section.
mol	Tau fluor counter	HTT ATP protect	L3MBTL1 block	TRb SRC2 PPI	RECQ1 inh	Tau ThT inhib	Tau FP inhib	TexasRed fluor
CC(=O)N1CCCc2cc(S(=O)(=O)N(CCN(C)C)Cc3ccccc3)ccc21	-10%	.	.	1%	.	-10%	-2%	5%
COc1ccc(-c2ccc(-c3noc(C(C)C)n3)c(OC)n2)cc1	-25%	-25%	24%	3%	i	?	-1%	-1%
COc1ccc(CNC(=O)CCc2nc3cc(S(=O)(=O)N(C)C)ccc3n2C)cc1OC	-4%	-30%	-1%	2%	-2%	-3%	2%	2%
O=C(NCCO)c1cccc(Nc2nc(-c3ccccc3)c3cc(Cl)ccc3n2)c1	?	-18%	9%	-15%	-26%	?	?	-1%
Cc1ccccc1C(=O)c1cccn1CC(=O)O	-4%	-8%	-3%	-9%	i	-5%	-1%	2%
CCn1ncc(C2=NOC(C(=O)Nc3cnn(C45CC6CC(CC(C6)C4)C5)c3)C2)c1C (centres undefined)	-14%	-70%[inhibitor]	1%	5%	i	-17%	-5%	2%
COc1cc(N/C=C2\CC(=O)NC(C)=C2C#N)cc(OC)c1OC	-12%	-24%[10 µM]	?	-3%	0%	?	?	-3%
CCOC(=O)c1c(CC(C)C)csc1NC(=O)c1ccccc1C(=O)O	-5%	-9%[10 µM]	9%	-3%	2%	-9%	5%	-3%
COCCN(CCOC)C(=O)c1cc2c(=O)n3ccccc3nc2s1	-2%	-29%	-8%	7%	10%	-11%	3%	1%
COc1cc(Cl)c(C)cc1NC(=O)CSc1nc2c(c(=O)[nH]1)CCC2	-12%	.	.	3%	.	-1%	2%	-1%
COC(=O)C1CCN(S(=O)(=O)c2ccc(OC)cc2)CC1	-4%	-11%	.	-4%	-14%	-5%	3%	-3%
COc1ccc(N2CCCCn3c2nc2c3c(=O)n(C)c(=O)n2C)cc1	3%	-35%	-6%	-6%	i	8%	1%	-5%
COc1ccc(CCC(=O)OCC(=O)Nc2ccc(C)c(S(=O)(=O)N(C)C)c2)cc1	?	20%[10 µM]	5%	-4%	-14%	-11%	-5%	-1%
COc1ccccc1N1CCN(C(=O)c2ccc3[nH]c4c(c3c2)CC(C)CC4)CC1 (centres undefined)	?	5%[10 µM]	-14%	-5%[53 µM]	-12%	?	15%	-2%[53 µM]
CN1/C(=C\C(=O)CSc2nnc(N)s2)C(C)(C)c2ccccc21	7%	?	5%	14%	-6%	-8%	8%	2%
COCCCNC(=O)CSC1=Nc2ccccc2C2=NC(Cc3c[nH]c4ccccc34)C(=O)N12 (centres undefined)	-11%	-9%	-1%	1%	3%	-18%	-1%	-3%

Part of the list above, field by field.
COc1ccc(CNC(=O)CCc2nc3cc(S(=O)(=O)N(C)C)ccc3n2C)cc1OC
  Tau fluor counter: -4% | HTT ATP protect: -30% | L3MBTL1 block: -1% | TRb SRC2 PPI: 2% | RECQ1 inh: -2% | Tau ThT inhib: -3% | Tau FP inhib: 2% | TexasRed fluor: 2%

COc1ccc(CCC(=O)OCC(=O)Nc2ccc(C)c(S(=O)(=O)N(C)C)c2)cc1
  Tau fluor counter: ? | HTT ATP protect: 20%[10 µM] | L3MBTL1 block: 5% | TRb SRC2 PPI: -4% | RECQ1 inh: -14% | Tau ThT inhib: -11% | Tau FP inhib: -5% | TexasRed fluor: -1%
